# Shn3 3UTR inh = reduction of Shn3 3'UTR firefly luciferase signal, primary screen, Schnurri-3 inhibitor project, cell-based, Clone20 osteoblasts, set 2; Clone20 osteoblast Shn3 3'UTR firefly luciferase, 24 h; inhibition, % at 12.5 µM; hit rate 0.52% among 360,000; AID 588674, 2011;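 active means mean inhibition of at least 75% with every replicate also reaching 75%; inconclusive means mean inhibition at least 75% but some replicate below; inactive means mean inhibition below 75%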;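 further: 0% = median of neutral control wells and 100% = pilot-screen positive control compound; some compounds past the cut are filed as inactive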
# PDI inh = inhibitors of human PDI, primary screen, biochemical, turbidity, single point, plate reader | Protein disulfide-isomerase (Homo sapiens), P07237 | PDI insulin aggregation turbidity, A650, 90 min | inhibition, % at 10 µM | hit rate 0.052% among 350,000 | AID 588391, 2011;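 active means mean inhibition across replicates of 30% or more, whatever share of single replicates reach that level; inconclusive means mean inhibition below 30% while every single replicate reaches 30%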;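 further: absorbance from insulin aggregation driven by PDI reduction with DTT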
# Target sequence (P07237 whole entry, looked up): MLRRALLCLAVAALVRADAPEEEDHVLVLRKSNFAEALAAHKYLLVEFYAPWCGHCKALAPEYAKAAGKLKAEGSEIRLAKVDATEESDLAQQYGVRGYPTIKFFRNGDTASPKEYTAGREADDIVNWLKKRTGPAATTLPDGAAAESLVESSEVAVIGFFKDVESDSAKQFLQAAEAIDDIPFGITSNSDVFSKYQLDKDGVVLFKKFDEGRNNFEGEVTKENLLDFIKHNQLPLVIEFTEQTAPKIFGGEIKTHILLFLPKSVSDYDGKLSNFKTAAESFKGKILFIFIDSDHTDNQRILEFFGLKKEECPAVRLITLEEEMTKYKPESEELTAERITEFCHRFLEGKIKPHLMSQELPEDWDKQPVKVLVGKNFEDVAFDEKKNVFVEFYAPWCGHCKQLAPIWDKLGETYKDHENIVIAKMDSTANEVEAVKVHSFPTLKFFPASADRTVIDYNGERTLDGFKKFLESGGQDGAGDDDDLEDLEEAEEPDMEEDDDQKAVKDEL
# NR2E3 ag-1 = inhibitors of NR2E3-RetCOR corepressor binding, primary screen, NR2E3 agonist project, biochemical, TR-FRET, GST-NR2E3, biotin-RetCOR; Photoreceptor-specific nuclear receptor (Homo sapiens), Q9Y5X4; 1536-well; inhibition of corepressor binding, % at 4.78 µM; hit rate 0.12% among 320,000; AID 2300, 2010;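 active means percent inhibition above the cutoff of mean plus 3 SD of all tested compounds, set per screening campaign, cut at about 20% in these data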;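 further: 0% = DMSO wells and 100% = biotin wells as full block of FRET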
# Target sequence (Q9Y5X4 whole entry, looked up): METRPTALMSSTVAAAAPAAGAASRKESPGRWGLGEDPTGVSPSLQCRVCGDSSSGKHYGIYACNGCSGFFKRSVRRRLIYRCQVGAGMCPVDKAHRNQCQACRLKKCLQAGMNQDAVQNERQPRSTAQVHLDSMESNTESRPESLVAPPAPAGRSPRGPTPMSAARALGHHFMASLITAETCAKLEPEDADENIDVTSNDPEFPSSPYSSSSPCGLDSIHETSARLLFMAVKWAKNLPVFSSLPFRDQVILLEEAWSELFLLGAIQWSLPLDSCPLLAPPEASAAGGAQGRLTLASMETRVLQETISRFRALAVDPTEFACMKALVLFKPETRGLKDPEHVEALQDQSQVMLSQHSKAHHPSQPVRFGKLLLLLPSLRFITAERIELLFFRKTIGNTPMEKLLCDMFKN
#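 Material: NR2E3–RetCOR corepressor complex / Amount: 1.35 nM GST-NR2E3 / Medium: Tris pH 7.5 / Compound: single nominal compound dose of 4.8 µM / Incubation: 5 h at 4 °C / Technique: TR-FRET, Eu(K)-anti-GST donor, streptavidin-D2 acceptor, ex 340, em 617/671 nm / Read-out basis: percent loss of FRET ratio relative to control wells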
# Vif imaging = HIV Vif self-association inhibitors, primary screen, imaging, HEK293T, single point. HEK293T cells, Vif self-association by quenched fluorescence, 24 h. hit rate 0.35% among 340,000. AID 602346, 2012. inhibition, % at 7.49 µM; in the data active means inhibition above about 50%, passing the limit was not always enough; inconclusive means no clear call, values can overlap the other calls; inactive means below about 31%; further: some results filed as inactive read as strong as hits
# Peg3 prom inh = Peg3 promoter-driven luciferase inhibitors, primary screen, cell-based, HeLa, luciferase luminescence; HeLa PEG-Prom luciferase reporter, overnight; inhibition, % at 20 µM; hit rate 1.7% among 360,000;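 active means inhibition of at least 50% at 20 µM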
# NR2E3 ag-2 = NR2E3 agonists in two-hybrid cells, primary screen, cell-based, luminescence, CHO-S, Gal4-NCOR/VP16-NR2E3; luciferase; inhibition of corepressor binding, % at 3.98 µM; hit rate 0.35% among 360,000; AID 602229, 2012;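 active means inhibition above the mean of all tested compounds plus 3 SD, cut at about 70% in these data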;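 further: 0% = DMSO with NR2E3 transfected cells and 100% = cells lacking NR2E3 construct; higher means lower luciferase signal from less NR2E3 corepressor binding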
# CaV13 FRET inh = Disruptors of the CACNA1D IQ motif to Ca2+-dependent inactivation inhibitor domain association, primary screening, Förster resonance energy transfer in intact living … | HEK cells, CFP/YFP FRET ICDI-IQ, plate reader, 10 min; percent FRET-ratio fall versus neutral wells | inhibition, % at 12.3 µM | hit rate 0.098% among 340,000 | AID 743397;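 active means mean replicate inhibition of at least 30% and at least 1% of replicates passing that level; inconclusive means only one of the two criteria is met; inactive means neither criterion is met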;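 further: 0% = median of the neutral control wells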
# CF NFkB block = inhibitors of PAF-induced NF-kB signaling, primary screen, cell-based, GFP fluorescence, uHTS; KKLEB NF-kB-GFP reporter, GFP fluorescence overnight; inhibition, % at 5 µM; hit rate 0.86% among 360,000;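 active means at least 50% inhibition at 5 µM, scaled per plate between neutral and stimulator controls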;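 further: PAF is a Pseudomonas aeruginosa culture filtrate used as stimulus; plate controls were PAF-stimulated DMSO wells for no effect and unstimulated DMSO wells for full effect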
# TRPM1 prom inh = inhibitors of MITF-dependent TRPM1 promoter reporter, primary screen, cell-based, SK-MEL-5, single point, luciferase | SK-MEL-5 TRPM1 promoter luciferase, 24 h | inhibition, % at 12.5 µM | hit rate 0.83% among 330,000 | AID 488899, 2010;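 active means mean inhibition across replicates of 60% or more, whatever share of single replicates reaches that level; inconclusive means some that reach 60%, reason not given; inactive means mean inhibition across replicates below 60%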; further: values of inactives mirror those of a sister screen read the other way
# KKLEB tox = cytotoxicity in KKLEB CF airway cells, primary screen, cytotoxicity control for CF NF-kB inhibitor project, cell-based, uHTS, fluorescence assay plates; KKLEB CF airway cells viability, ATPlite luminescence, overnight; active compounds read low; cells stimulated with P. aeruginosa culture filtrate; activity change (cytotoxicity), % at 5 µM; hit rate 0.36% among 360,000; AID 602141, 2011;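 active means corrected activity change at or below -50% at 5 µM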
# HIF-2a inh = HIF-2a reporter inhibitors, primary screen, luminescence, 786-0 RCC cells. inhibition, % at 18.8 µM. 786-0 RCC cells HIF-2a reporter, luciferase luminescence, overnight. AID 624352, 2012. hit rate 0.72% among 360,000;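 active means inhibition of the luminescence signal of 40% or more relative to plate controls, in a single-dose primary screen at 18.75 µM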
# * marks the source's active call; other numbers are inactive results; ? = inconclusive; nt = not tested or not shown. Random draw from the library; overall some 3.3% were active at least once.
SMILES,Shn3 3UTR inh,PDI inh,NR2E3 ag-1,Vif imaging,Peg3 prom inh,NR2E3 ag-2,CaV13 FRET inh,CF NFkB block,TRPM1 prom inh,KKLEB tox,HIF-2a inh
COc1ccc(NC(=O)c2cc(F)cc(F)c2)cc1Cl,-92,-3,-4,-1,-283,-59,-5,-6,-75,12,-239
Cc1cccc(NC(=S)NCc2ccc3c(c2)OCO3)c1,26,-9,-1,-1,0,-31,-16,4,0,-2,-16
CCO[C@H]1OC(C(N)=O)=C[C@@H](C(C)(C)C)[C@@H]1CCCO,-1,2,1,-17,0,12,-4,10,6,0,14
Cc1cc2nc(SCC(=O)Nc3ccccc3C(=O)O)[nH]c2cc1C,-80,12,-1,-2,-93,-72,5,28,16,-1,-225
O=C(Nc1ccc2c(c1)OCCO2)c1ccc(Cl)cc1,-12,-3,0,-6,-153,-101,-20,-4,-4,-21,-142
COc1ccc2nc(SCC(=O)Nc3ccc4c(c3)CCC4)[nH]c2c1,-37,-8,-4,6,-6,-6,-5,-24,3,5,-22
O=C(CCC1CCCC1)NCCCN1CCOCC1,11,-2,-2,1,1,-32,-4,3,13,3,6
CN(C)c1ccc(/C=C2\SC(=S)N(Nc3ncc(C(F)(F)F)cc3Cl)C2=O)cc1,-8,2,0,nt,-4,-5,-6,-106,-7,0,-22
CC(C)N(C(=O)CN1C(=O)C(=O)c2ccccc21)c1ccccc1,-9,2,-1,-5,-8,-19,-4,3,6,1,10
CC1CCN(C(=O)c2ccc(-c3ccccc3Cl)o2)CC1,-81,-4,-1,3,-264,-112,-2,-14,-111,-13,-206
CN(C(=O)COC(=O)C1CCN(S(=O)(=O)c2cccs2)CC1)C1CCS(=O)(=O)C1 (stereo not drawn),-23,-1,-4,1,-1,-6,-9,9,-10,2,16
O=C(Cc1csc(Nc2nc(=S)[nH]c3ccccc23)n1)NCCCN1CCN(c2cccc(Cl)c2)CC1,42,-6,5,-2,53*,-15,-14,-4,56,-31,7
Cc1noc(C)c1Cc1c(Cl)cccc1Cl,2,0,1,6,5,-14,-1,-3,2,-9,21
Cc1cc(C)cc(OCC(=O)OC(C)C(=O)Nc2c(C)n(C)n(-c3ccccc3)c2=O)c1 (stereo not drawn),1,7,-2,7,-13,-4,-2,-10,-4,6,16
Cc1nc(C)c(-c2nnc(-c3ccc(C(C)(C)C)cc3)o2)cc1C(=O)NN,3,-20,-1,2,-4,-3,-6,-16,1,-4,10
Cc1ccc(-n2cc(CN(C)CCc3cn[nH]c3)c(-c3cccc(C)c3)n2)cc1,-25,0,0,-2,1,-7,4,13,-34,-5,-17
CN(C(=S)NC(=O)c1ccc(Cl)cc1)C1CCCCC1,-20,-1,-1,-5,-108,12,nt,9,-12,5,-121
Cc1ccc(N(CC(=O)N/N=C/c2cc(C)n(-c3ccccc3C)c2C)S(C)(=O)=O)cc1,23,2,-4,4,2,13,-8,20,-2,-25,-12
O=C(NCc1ccc(F)cc1)c1cc2c(s1)CS(=O)(=O)C2,2,0,-3,24,5,-26,-2,-6,-7,-12,5
O=C1Cc2cc(O)ccc2O1,-23,4,nt,15,1,-25,-6,5,4,0,-1
O=C(Nn1c(-c2ccc(Cl)cc2)nc2ccccc2c1=O)c1cccnc1Cl,0,6,0,3,17,4,4,0,-7,-5,5
Cc1ccc(NS(=O)(=O)c2ccc3c(c2)NC(=O)CCS3)c(Cl)c1,10,0,-4,-1,39,8,-3,-14,-6,12,8
COc1cc(CNC(=O)Nc2nnc([C@H]3C[C@H](O)[C@@H](CO)O3)s2)cc(OC)c1OC,22,13,nt,-2,2,-13,-5,-2,nt,12,9
O=C(O)CN1C(=O)NC2NC(=O)NC21 (stereo not drawn),-30,-1,4,8,-11,0,-10,1,0,-5,1
O=C(NC1=NCCS1)c1ccc([N+](=O)[O-])cc1Cl,-23,-2,-1,7,-33,-17,-6,6,2,4,-52
# Next section
SMILES,Shn3 3UTR inh,PDI inh,NR2E3 ag-1,Vif imaging,Peg3 prom inh,NR2E3 ag-2,CaV13 FRET inh,CF NFkB block,TRPM1 prom inh,KKLEB tox,HIF-2a inh
O=C(NCc1ccco1)c1ccc2c(c1)C(=O)N(Cc1ccccc1)C2=O,6,4,-3,5,3,-3,-4,-11,6,3,2
CC(=O)Nc1ccc2nc(C)n(Cc3ccc(Cl)cc3)c(=O)c2c1,-21,-4,-1,1,-118,-38,-1,-10,-32,0,-172
CC(O)c1ccc(OCCN(C)c2ccccn2)cc1 (stereo not drawn),-9,6,-3,-6,-135,-38,-13,-7,-40,2,-191
Cc1nc(C(F)(F)F)c(C(=O)NC(=O)Nc2ccccc2)s1,-6,16,-1,-3,-17,-2,nt,6,-1,2,-9
COc1ccccc1CCNC(=O)CCCn1nc(C)c2c(C)n(-c3ccc(C)cc3)nc2c1=O,-13,-3,4,-8,7,32,-3,9,15,6,3
Cc1ccc(/C=N/NC(=O)CSc2nc3ccccc3n2Cc2ccccc2)o1,30,6,1,-1,-26,-8,-14,1,2,-3,14
CCc1nnc(NC(=O)CN2CCN(c3nc(-c4ccccc4)cs3)CC2)s1,-3,-2,-2,-4,9,-4,-4,-1,1,5,-7
COc1ccc(C2CC(c3ccc(F)cc3)Nc3nc(N)nn32)cc1 (stereo not drawn),-3,nt,3,-5,19,-13,-11,-2,11,6,-6
CC/C(=N\NC(=O)OC)c1ccc(OC(F)F)cc1,-7,-1,1,-8,6,5,-5,9,-8,-11,20
O=C(Nc1ccc(N2CCOCC2)c(S(=O)(=O)Nc2ccc(Cl)cc2)c1)c1cnccn1,8,9,0,0,26,5,-3,-19,-9,11,21
O=C(COC(=O)CCC(=O)c1cccs1)NC1CCCCC1,-14,-1,1,2,7,-12,-6,7,-5,-6,5
COCC(=O)Nc1ncc(S(=O)(=O)c2ccc([N+](=O)[O-])cc2)s1,15,-2,0,-14,10,-10,7,8,9,9,3
CCN(c1ccccc1)S(=O)(=O)c1ccc(OC)c(OC)c1,-33,4,14,-2,9,-29,-4,4,-6,-1,-3
CN1CCN(C(=S)NC(=O)c2cccc([N+](=O)[O-])c2)CC1,6,-1,2,-13,18,-2,nt,-36,-3,9,4
O=C1C2CC=CCC2C(=O)N1c1ccc(OCC(O)Cn2nnc3ccccc32)cc1 (stereo not drawn),37,0,-2,-6,6,19,-6,10,18,4,14
CCN(CC(=O)NCc1ccc(F)cc1)C(=O)CN1CCN(c2ccc(OC)cc2)CC1,-4,5,1,-5,13,-24,-2,-7,1,3,22
CCc1ccc(C(=O)N/N=C/c2cccc3ccccc23)nc1,-70,14,-3,5,-195,-71,-5,-9,-53,-3,-230
COC(=O)[C@@H](NC(=O)c1cc(COc2cncc(Cl)c2)on1)c1ccccc1,-39,5,1,-2,-89,-42,nt,-9,-24,2,-113
Cc1cc(NC(=O)c2ccccc2)n(C(C)(C)C)n1,18,1,1,-3,3,-13,-5,7,nt,-3,15
COc1ccc2[nH]c(=O)c(CN(CCN(C)C)C(=O)NCc3ccccc3)cc2c1,-3,-1,-1,0,7,-20,nt,0,6,-3,17
O=C(O)CCSc1nc2ccc(Br)cc2[nH]1,-10,-2,0,39,19,4,0,-2,-8,13,9
C[C@H](O)[C@H](O)[C@H]1CNc2nc(N)[nH]c(=O)c2N1,8,-2,-3,-1,-13,-8,-5,18,-1,9,1
Cc1nc(/N=C(\N)NC(=O)c2ccccc2)nc2ccccc12,-43,-2,-1,-10,-166,-90,-7,-26,-6,-6,-163
O=C(N[C@H]1CCC(=O)N([C@H](CSc2ccc(Br)cc2)Cc2ccccc2)CC1)OCc1ccccc1,-12,-5,nt,-1,4,4,-2,3,4,-5,6
O=C1C(O)CCN1Cc1ccccc1 (stereo not drawn),10,-1,nt,?,7,13,-5,10,-2,-12,19
# Following part:
SMILES,Shn3 3UTR inh,PDI inh,NR2E3 ag-1,Vif imaging,Peg3 prom inh,NR2E3 ag-2,CaV13 FRET inh,CF NFkB block,TRPM1 prom inh,KKLEB tox,HIF-2a inh
Cc1nn(-c2cc(N3CCNCC3)ccc2[N+](=O)[O-])c(=O)c2ccccc12,8,-4,-1,nt,6,-20,-4,-9,11,10,10
COc1ccc(C(=O)c2ccc(Cl)cc2Cl)cc1,-6,0,-1,-12,-6,-46,-1,17,0,-30,-45
CCOC(=O)c1cnc(SC2CC(=O)N(c3ccccc3)C2=O)nc1N (stereo not drawn),10,-2,2,1,4,-19,nt,-2,4,7,29
COc1ccc(/C=C2/SC(=O)N(NS(=O)(=O)c3ccccc3)C2=S)cc1OC,7,-1,-18,3,16,10,-9,19,11,-17,16
CCOc1cccc(-c2nnc(SCC(=O)Nc3cc(C)ccc3OC)n2N)c1,-10,7,-2,-14,7,-15,-5,3,8,4,10
Cc1c(Cl)cccc1NC(=S)N(CCCN1CCOCC1)Cc1ccco1,9,1,3,4,14,-11,-3,9,13,2,18
CCCNc1nc2c(c(=O)n(C)c(=O)n2C)n1CCc1ccccc1,57,7,-3,nt,20,-25,-8,17,2,-19,5
O=C(CCNS(=O)(=O)c1cccc2nsnc12)NCCC1=CCCCC1,15,-1,4,-2,15,-23,-4,0,7,4,4
CC(=NCCc1c(C)[nH]c2ccc(OC(F)(F)F)cc12)C1=C(O)CC(c2ccccc2)CC1=O (stereo not drawn),24,-1,-2,14,27,-43,-9,48,20,-46,25
CCCc1c(C(=O)N/N=C/c2sccc2C)nnn1-c1nonc1N,-9,4,-2,5,-1,-26,-3,0,-3,-1,-17
CC(C(=O)Nc1ncc2c(n1)CC(C)(C)CC2=O)N1C(=O)c2ccccc2C1=O (stereo not drawn),-3,2,-6,nt,14,-21,nt,0,-8,2,10

# Ordered by value in Peg3 prom inh (rising): 3 of the compounds above.
mol	Peg3 prom inh
COc1ccc(C(=O)c2ccc(Cl)cc2Cl)cc1	-6
Cc1nn(-c2cc(N3CCNCC3)ccc2[N+](=O)[O-])c(=O)c2ccccc12	6
Cc1c(Cl)cccc1NC(=S)N(CCCN1CCOCC1)Cc1ccco1	14
